# Assay outcomes: PubChem, Sanford-Burnham Center for Chemical Genomics
# MKP-3 inhibition: MKP-3 phosphatase inhibitors, primary screen, biochemical, rat enzyme, in vitro (AID 425); Dual specificity protein phosphatase 6 (Rattus norvegicus); recombinant MKP-3 phosphatase activity, fluorescence; higher % means a stronger effect; inhibition, % at 20 µM, or IC50 in µM where a hit was titrated; 110,000 tested, 0.17% active; in the data active = inhibition above about 50%;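 note: plate controls were vehicle for no effect and reference inhibitor for full effect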
# Hsp70 inhibitors: Hsp70 inhibitors, probe displacement, primary screen, biochemical, fluorescence polarization (AID 583); 140,000 tested, 0.06% active; displacement, % at 20 µM, or IC50 in µM where a hit was titrated; Heat shock 70 kDa protein 1A (Homo sapiens); Hsp70 fluorescence polarization probe displacement, mP; higher % means a stronger effect; in the data active = displacement above about 50%;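 note: plate controls were vehicle for no effect and reference ligand for full effect; a part of the inactive calls stands beside numbers as strong as those of hits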
# Numbers without * were called inactive; . = no result given; & = joins results of further samples. An excerpt; the hit share may differ from the screen's.
no.	SMILES	MKP-3 inhibition	Hsp70 inhibitors
1	NC(=O)c1ccc(-n2nnnc2SCc2ccccc2)cc1	-17%	-0.6%
2	Oc1ccc(Cl)cc1-c1cc(-c2ccc(Br)cc2)n[nH]1	0%	-2.4%
3	CCC(C)OC(=O)c1[nH]c2c(c1C)C(=O)CC(c1ccc(N(C)C)cc1)C2 (stereo not given)	-4%	-2.3%
4	COC(=O)C1=C(CSc2nncn2C)NC(=O)NC1c1cc(C)ccc1C (stereo not given)	5%	-4.0%
5	Cn1c(=O)n(-c2ccccc2)c(=O)c2c3c(sc21)COC(C)(C)C3	-1%	-3.8%
6	CCN1C(=O)/C(=C/c2cccc(OC(=O)c3ccccc3I)c2)SC1=S	2%	3.6%
7	O=C(NCc1ccc2c(c1)OCO2)c1cc2c(s1)CSC2	9%	1.3%
8	c1ccc(Nc2cccc(Nc3ccccc3)n2)cc1	.	-6.3%
9	COc1cc(C(=O)NCCc2nc3ccccc3n2C)cc(OC)c1OC	.	1.9%
10	Cn1c(C(C#N)/C(=N\S(=O)(=O)c2cccs2)c2ccccc2)nc2ccccc21 (stereo not given)	-4%	-1.0%
11	COc1ccc(S(=O)(=O)N2CCC(C(=O)Nc3nnc(CCN4CCCCC4)s3)CC2)cc1	-5%	-2.2%
12	CCOc1cc(/C=N/NC(=O)Cc2cccc3ccccc23)cc([N+](=O)[O-])c1O	0%	8.3%

# Additional compounds follow:
no.	SMILES	MKP-3 inhibition	Hsp70 inhibitors
13	CC(=O)OCc1c(OC(C)=O)ccc2c([N+](=O)[O-])c(C)n(-c3ccc(C)cc3)c12	2%	-0.9%
14	Cc1ccc(N2CC(C(=O)NCc3ccccc3)CC2=O)cc1 (stereo not given)	4%	-0.2%
15	c1ccc(N2CCN(c3nc4ccccc4n4nnnc34)CC2)cc1	-5%	30%
16	Cc1cc(Nc2nc3c(c(=O)n(C)c(=O)n3C)n2C)n(-c2ccc(Cl)cc2)n1	1%	-1.7%
17	O=C(N/N=C/c1nc2ccccc2n1Cc1ccccc1)c1ccccc1	0%	-1.0%
18	CCOC(=O)CNc1c(-c2ccc(F)cc2)nc2cnccn12	6%	11%
19	O=C(CN1CCN(C(=O)c2ccccc2F)CC1)Nc1ccc(Br)cc1	10%	-4.5%
20	CCOc1ccc(C(=O)NCC2CCCO2)cc1 (stereo not given)	-6%	-0.3%
21	CCNC(=O)CC1C(=O)N(c2ccc(OC)cc2)C(=O)N1Cc1ccc(OC)cc1 (stereo not given)	12%	-0.4%
22	Cc1ccccc1CC1S/C(=N/N=C/c2ccccc2F)NC1=O (stereo not given)	4%	-0.9%
23	O=C(CCSc1nc(-c2ccc3c(c2)OCO3)cc(C(F)(F)F)n1)NCc1ccco1	-12%	-1.9%
24	NS(=O)(=O)c1ccc(CNS(=O)(=O)Cc2ccccc2)cc1	3%	0.4%

# Next section:
no.	SMILES	MKP-3 inhibition	Hsp70 inhibitors
25	CCN1C(=O)C(CC(=O)NC2CCCCC2)N(CC)C1=O (stereo not given)	-11%	0.2%
26	Cc1nn(-c2ccccc2)c2sc(C(=O)N(CC(=O)NC3CCCC3)Cc3ccco3)cc12	-9%	10%
27	COc1ccc(NC(=O)C2c3cc(OC)c(OC)cc3C(=O)N(C)C2c2cccnc2)cc1OC (stereo not given)	-2%	1.1%
28	O=C(Cc1cccs1)N1CCN(c2cccc(Cl)c2)CC1	4%	-3.6%
29	COc1ccc(C(=O)/C=C/Nc2ccccc2F)cc1	-1%	-4.2%
30	COc1ccc(OC)c(-c2nnc(SCC(=O)N3CCOCC3)o2)c1	3%	-1.1%
31	Cc1cc(C)nc(/N=C/c2c(O)n(C)c(=O)n(C)c2=O)n1	-1%	7.5%
32	Cc1ccc(S(=O)(=O)NCCNc2ccc(Cl)cc2[N+](=O)[O-])cc1	4%	2.1%
33	O=C1CCC(=O)N1CNc1cccnc1	-8%	2.9%
34	Cc1csc(NC(=O)Nc2ccc(Cl)cc2)n1	-8%	-2.5%
35	Cn1c(SCC(=O)c2ccc3c(c2)OCO3)nnc1C1COc2ccccc2O1 (stereo not given)	0%	4.0%
36	COc1ccc(C(=O)NCc2ccccc2OC)cc1	-9%	-4.7%

# Continuation:
no.	SMILES	MKP-3 inhibition	Hsp70 inhibitors
37	Cc1cc(Cl)ccc1Oc1cccc(C(=O)/C(C#N)=C/N(C)C)c1	.	3.3%
38	Cc1ccc(-c2cc(C(=O)NC3=NCCS3)c3cc(Br)ccc3n2)o1	-5%	-1.3%
39	Cc1cccn2c(=O)c(/C=C3\SC(=S)NC3=O)c(NCCCn3ccnc3)nc12	3%	39%
40	CCOP(=O)(c1ccccc1)C1(C#N)CCCC1 (stereo not given)	2%	0.7%
41	CNC(=O)CN1C(=O)C2C3C=CC(C3)C2C1=O (stereo not given)	3%	-1.1%
42	COC(=O)Nc1ccc(S(=O)(=O)Nc2ccc(O)cc2)cc1	.	-2.4%
43	CC1(C)Cc2c(c(N3CCOCC3)nc3sc4c(NCc5ccccc5)ncnc4c23)CO1	2%	-4.1%
44	CSCC[C@H](NC(=O)Nc1cccc(C(F)(F)F)c1)C(=O)O	-10%	-2.6%
45	COc1ccc(C(C)N(C)CCC(c2ccccc2)c2ccccc2)cc1OC (stereo not given)	0%	-4.2%
46	O/N=C/c1ccc(OCc2ccc(Cl)c(Cl)c2)cc1	2%	-0.7%
47	CCOC(=O)C1C2C=CC3(CN(Cc4cccs4)C(=O)C13)O2 (stereo not given)	0%	-7.9%
48	O=C(/C=C/Nc1ccc([N+](=O)[O-])cc1Br)c1ccccc1	0%	4.9%

# Later entries
no.	SMILES	MKP-3 inhibition	Hsp70 inhibitors
49	Cc1ccc(N2C(=O)C3C(c4cccc(F)c4)OC4(C(=O)c5ccccc5C4=O)C3C2=O)cc1 (stereo not given)	0%	0.6%
50	CCOC(=O)N1CCN(C(=O)CNC(=O)Cc2ccc(Cl)cc2)CC1	-8%	2.7%
51	Cc1ccc(C(=O)COc2nc(C)cc(C)c2C#N)cc1	.	-2.8%
52	CCN(CC)c1ccc(NC(=O)/C=C\C(=O)O)cc1	0%	-1.4%
53	COc1ccc(C2(C(=O)N3CCOCC3)CCOCC2)cc1OC	-6%	1.3%
54	COCCNC(=O)c1cn(Cc2c(F)cccc2Cl)nn1	.	2.7%
55	CCn1c(SCC(=O)Nc2nc(C)cs2)nnc1-c1cccnc1	-6%	-2.0%
56	O=C(NCc1ccccc1)C(=O)Nc1cccc2ccccc12	1%	-1.2%
57	Cc1ccc(-c2nnc3n2N=C(c2ccccc2Br)CS3)cc1	-8%	6.3%
58	CCCOc1cccc(C(=O)Nc2sc(C)c(-c3ccc(C)cc3)c2C(=O)OC)c1	-1%	2.9%
59	O=C(CSc1nc(-c2ccccc2)c(-c2ccccc2)[nH]1)NCCN1C(=O)CSC1=O	.	-1.8%
60	O=C1CC(Cc2ccccc2)C(=O)N1Cc1ccco1 (stereo not given)	3%	1.4%

# Next part.
no.	SMILES	MKP-3 inhibition	Hsp70 inhibitors
61	COc1ccc2nc(SCC(=O)N3CCN(c4ccc(F)cc4)CC3)c(C#N)cc2c1	.	-5.0%
62	COc1ccc(C(C(=O)NC2CCCCC2)N2CCC3(CC2)OCCO3)cc1 (stereo not given)	-1%	.
63	Cc1c(NC(=O)COc2ccc3ccccc3c2)cccc1[N+](=O)[O-]	3%	-2.1%
64	COc1ccc(CCNC(=O)CSc2nnc(Cc3csc(N)n3)n2C)cc1OC	4%	-1.9%
65	O=S(=O)(c1ccc(S(=O)(=O)N(Cc2cccs2)CC2CCCO2)cc1)N1CCCCC1 (stereo not given)	-8%	9.1%
66	CC(C)(C)CC(C)(C)NC(=O)CSc1ncc(-c2ccccc2)[nH]1	-2%	3.0%
67	Cc1ccc(-c2nc3ccccc3o2)cc1NC(=O)COc1ccc(Cl)cc1	6%	-7.9%
68	COc1ccc(-c2csc(/C(C#N)=C\c3ccc(C)s3)n2)cc1	1%	-9.7%
69	O=C(O)Cn1nc2ccccc2n1	-4%	3.5%
70	COC(=O)C1=C(C)NC(C)=C(C(=O)OC)C1c1ccccn1	-11%	-8.1%
71	CCc1ccc(NC(=S)NC(=O)c2ccc(Cl)cc2)cc1	5%	-4.5%
72	Cc1ccc(Cl)cc1N1CCN(S(=O)(=O)c2ccc3c(c2)oc(=O)n3C)CC1	-1%	12%

# Records 1–2, reprinted for reference:
no.	SMILES	MKP-3 inhibition	Hsp70 inhibitors
1	NC(=O)c1ccc(-n2nnnc2SCc2ccccc2)cc1	-17%	-0.6%
2	Oc1ccc(Cl)cc1-c1cc(-c2ccc(Br)cc2)n[nH]1	0%	-2.4%

# Continued.
no.	SMILES	MKP-3 inhibition	Hsp70 inhibitors
73	CC1C(=NO)C(C)C(c2ccc(N(C)C)cc2)NC1c1ccc(N(C)C)cc1 (stereo not given)	-6%	-1.3%
74	Cc1noc(C)c1COc1cccc(C(=O)NCc2ccccc2Cl)c1	.	-3.4%
75	C/C(=N\Nc1nc(C)cc(=O)[nH]1)c1ccccc1	-1%	3.3%
76	CC(=O)N(Cc1cc2ccc(C)c(C)c2n2nnnc12)C1CCCC1	-5%	7.1%
77	CCCCNCCCCCOc1c(C)cccc1C	-1%	-2.8%
78	Cc1cc(NC(=O)CSc2ncnc3ccccc23)no1	-6%	.
79	c1ccc(Nc2nc3ccccc3n3cnnc23)cc1	-6%	-1.1%
80	N#CC(C#N)=CN1CCCc2ccccc21	0%	-5.1%
81	c1ccc(-n2cnc3cc(NCc4ccncc4)ccc32)cc1	4%	-4.3%
82	CCCC(=O)N1CCN(Cc2ccccc2)CC1	-2%	3.2%
83	CSc1nnnn1-c1cccc(O)c1	8%	-5.5%
84	COc1ccc(C2=C(Nc3ccccc3)c3ccccc3C2=O)cc1	6%	-2.3%

# The listing continues.
no.	SMILES	MKP-3 inhibition	Hsp70 inhibitors
85	Cc1cccc(-c2c3c(=O)n(C)c(=O)n(C)c3c3c(C)cc(C)nn23)c1	-1%	0.4%
86	Cn1c(-c2ccc(S(=O)(=O)O)s2)nc2ccccc21	3%	1.8%
87	CCOC(=O)N1CCN(C2CC(=O)N(c3ccccc3)C2=O)CC1 (stereo not given)	-5%	5.6%
88	O=C(Cc1cccs1)N1CCN(c2nc(-c3ccc(Cl)cc3)cs2)CC1	-9%	-6.4%
89	COc1ccc(-c2nnc(-c3ccc(OCC(C)C)cc3)o2)cc1	.	-0.5%
90	Cc1cc(C)n(CCCNC(=O)c2ccc3c(c2)NC(=O)CS3)n1	0%	1.0%
91	c1ccc(-n2ncc3c(N4CCCC4)ncnc32)cc1	-4%	1.6%
92	Cc1ccc(N2C(=O)CSC2c2ccc(F)cc2)cc1 (stereo not given)	4%	-2.3%
93	CCOC(=O)C1=C(C)NC(=O)NC1c1ccc(Br)s1 (stereo not given)	-8%	0.4%
94	CCOC(=O)c1ccc(N2NC(=O)/C(=C/c3ccc(C=O)cc3)C2=O)cc1	7%	-5.2%
95	Cc1cc(C)nc(Nc2nc3ccccc3[nH]2)n1	-11%&-2%	-4.1%&1.0%
96	C=CCn1c(COc2cccc3cccnc23)nnc1SCC(=O)O	-8%	-1.4%

# Later entries.
no.	SMILES	MKP-3 inhibition	Hsp70 inhibitors
97	CCOc1ccc(-c2nnn(CC(=O)N3CCN(c4ccc(OC)cc4)CC3)n2)cc1OCC	-2%	1.3%
98	Cc1ccc(OCC(=O)N2CCN(c3ccc([N+](=O)[O-])cc3)CC2)c(Br)c1	4%	-8.2%
99	CCCn1c(=O)c2ccccc2n2c(SCCOc3ccccc3F)nnc12	-9%	3.0%
100	Brc1cccc(C2CC(c3ccccc3)n3nnnc3N2)c1 (stereo not given)	4%	1.1%
101	COc1ccc(C2CC(=O)C3=C(C2)Nc2ccccc2NC3c2ccc(OC)c(OC)c2)cc1 (stereo not given)	2%	10%
102	CCOc1ccccc1NC(=O)CCc1ccccc1	2%	-1.6%
103	O=C(C1CCN(c2nnnn2-c2ccccc2)CC1)N1CCN(c2ccccc2)CC1	-7%	-3.8%
104	COC(=O)C1=C(C)N(C)C(=O)NC1c1cc(Br)c(O)c(OC)c1 (stereo not given)	-1%	-0.9%
105	Cc1ccc(C)c(N2CCN(CC(=O)Nc3ccc4[nH]c(=O)[nH]c4c3)CC2)c1	-12%	-1.1%
106	CCOc1cc(CNc2ccccc2SC)ccc1O	4%	-2.1%
107	CN(C)c1nc(N)nc(-c2nc3ccccc3s2)n1	0%	4.6%
108	O=C1C(=C/C=C/c2ccccc2)C(=O)c2ccccc21	3%	19%

# (more compounds)
no.	SMILES	MKP-3 inhibition	Hsp70 inhibitors
109	Cn1c(=O)[nH]c(=O)c2c1nc(CN1CCN(c3ccccc3F)CC1)n2CC(N)=O	-4%	1.6%
110	Cc1cc(NC(=O)C(=O)NCCN2CCN(C(=O)c3cccs3)CC2)ccc1Br	.	8.1%
111	O=S1(=O)CC(O)C(NCc2ccco2)C1 (stereo not given)	-6%	-0.1%
112	CC(=O)Nc1ccc(N2C(=O)c3cc4ccccc4cc3C2=O)cc1	2%	5.1%
113	COc1ccc(-c2nc(N)ncc2-c2csc(C)n2)c(O)c1	-8%	0.5%
114	COc1cc(C(=S)N2CCOCC2)cc(I)c1O	2%	1.7%
115	COc1cccc(C2NC(=S)NC(C)=C2C(=O)Nc2ccccc2OC)c1 (stereo not given)	5%	-5.4%
116	CCN1C(=O)/C(=C2\C=Cc3cc(C)ccc3N2CC)OC1=S	.	-7.7%
117	CCCc1oc2c(c(=O)c1CC)C(=O)CC(C)(C)C2	-3%	-4.5%

# Shown with one line to a screen: entries from further up
(5) Cn1c(=O)n(-c2ccccc2)c(=O)c2c3c(sc21)COC(C)(C)C3
(6) CCN1C(=O)/C(=C/c2cccc(OC(=O)c3ccccc3I)c2)SC1=S
(7) O=C(NCc1ccc2c(c1)OCO2)c1cc2c(s1)CSC2
(8) c1ccc(Nc2cccc(Nc3ccccc3)n2)cc1
Compound	5	6	7	8
MKP-3 inhibition	-1%	2%	9%	.
Hsp70 inhibitors	-3.8%	3.6%	1.3%	-6.3%
